From PubChem
FAS-TE inh – FAS thioesterase (human) inhibition; P49327; recombinant FAS-TE, OMFH fluorogenic substrate, fluorescence endpoint; inhibition, % at 15 µM; actives 0.67% (n = 360,000);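 active = compounds whose normalised, plate-corrected inhibition of enzyme fluorescence in the single-dose primary screen is 50% or more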;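 also: 0% = DMSO with enzyme and 100% = substrate without enzyme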
MsrA inhibitor – bovine MsrA inhibition. AID 651718. actives 0.75% (n = 360,000). inhibition, % at 15.5 µM. purified bovine MsrA, absorbance read-out; in the data active = inhibition above about 4.5%;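 also: 0% = vehicle wells with enzyme and 100% = reference inhibitor wells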
MT1-MMP act inh – MT1-MMP (human) activation inhibition; P50281; HT1080 RFP-PRO-GFP cells, GFP/RFP ratio fluorescence, overnight; percent of plate control window, DMSO zero; GFP/RFP ratio change, % at 20 µM; actives 0.061% (n = 360,000); AID 651647;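 active = GFP/RFP ratio change of at least 30% with cell ATP level not reduced by more than half and red fluorescence within 50% of control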; also: strong numbers were not always called active
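Test system: HT1080 cells expressing an RFP-PRO-GFP fluorescent reporter construct / Compound dosing: single-point 20 µM compound, 1% DMSO / Schedule: cells overnight before dosing, compound overnight, 37 °C, 5% CO2 / Evaluation: GFP/RFP fluorescence ratio / Control set: DMSO and RFP-L50D-GFP cell wells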
E coli Lon inh – E. coli protease La inhibition | P0A9M0 | actives 0.42% (n = 360,000) | inhibition, % at 7.94 µM | purified E. coli Lon protease, fluorescence polarization; in the data active = inhibition above about 13%, passing the limit was not always enough;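 also: 0% = enzyme with probe and DMSO and 100% = no enzyme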
MsrA act – bovine methionine sulfoxide reductase A activation; activation, % at 10.6 µM; purified bovine MsrA, absorbance read-out; actives 0.3% (n = 360,000); in the data active = activation above about 7.5%;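 also: 0% = vehicle and 100% = reference activator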
MLLE-PAM2 inh – inhibitors of microRNA-mediated deadenylation, human PABP1 MLLE binding | P11940 | GST-MLLE / FITC-PAM2 fluorescence polarization | inhibition, % at 20 µM | actives 0.36% (n = 360,000); in the data active = inhibition above about 35%, passing the limit was not always enough;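 also: plate controls were DMSO wells with GST-MLLE for no effect and wells lacking GST-MLLE protein for full effect; some results filed as inactive read as strong as hits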
CSN inh – inhibitors of human CSN-mediated cullin deneddylation. actives 0.38% (n = 360,000). Q92905. inhibition, % at 12.5 µM. Purified CSN, SCF-Nedd8-OG deneddylation, fluorescence polarization;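 active = pattern-corrected inhibition above about 35%, with an unprinted fluorescence ratio check between 0.5 and 1.5, limit read from the data, passing the limit was not always enough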;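 also: 0% = enzyme with substrate and 100% = substrate without enzyme; some results filed as inactive read as strong as hits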
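Detection – fluorescence polarization · System – HEK293T-derived human Csn5 enzyme · Controls – substrate-only high control, full reaction low control · Timing – 90 min, room temperature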
Rpn11 inh – Rpn11 (human) deubiquitinase inhibition | actives 0.59% (n = 360,000) | human 26S proteasome, Ub4-pepOG fluorescence polarization; 20S core pre-blocked with epoxomicin | O00487 | calls only at 20 µM;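 active = inhibition at 20 µM, scaled to each plate's controls, above about 33%, limit read from the data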
Rin1-Abl PPI inh – inhibitors of human Rin1-Abl protein interaction. inhibition, % at 7.35 µM. P00519+Q13671. actives 0.4% (n = 360,000). TR-FRET Rin1/Abl binding, biochemical. AID 588664; in the data active = inhibition above about 5%, passing the limit was not always enough
Target sequence (P00519 whole entry, looked up): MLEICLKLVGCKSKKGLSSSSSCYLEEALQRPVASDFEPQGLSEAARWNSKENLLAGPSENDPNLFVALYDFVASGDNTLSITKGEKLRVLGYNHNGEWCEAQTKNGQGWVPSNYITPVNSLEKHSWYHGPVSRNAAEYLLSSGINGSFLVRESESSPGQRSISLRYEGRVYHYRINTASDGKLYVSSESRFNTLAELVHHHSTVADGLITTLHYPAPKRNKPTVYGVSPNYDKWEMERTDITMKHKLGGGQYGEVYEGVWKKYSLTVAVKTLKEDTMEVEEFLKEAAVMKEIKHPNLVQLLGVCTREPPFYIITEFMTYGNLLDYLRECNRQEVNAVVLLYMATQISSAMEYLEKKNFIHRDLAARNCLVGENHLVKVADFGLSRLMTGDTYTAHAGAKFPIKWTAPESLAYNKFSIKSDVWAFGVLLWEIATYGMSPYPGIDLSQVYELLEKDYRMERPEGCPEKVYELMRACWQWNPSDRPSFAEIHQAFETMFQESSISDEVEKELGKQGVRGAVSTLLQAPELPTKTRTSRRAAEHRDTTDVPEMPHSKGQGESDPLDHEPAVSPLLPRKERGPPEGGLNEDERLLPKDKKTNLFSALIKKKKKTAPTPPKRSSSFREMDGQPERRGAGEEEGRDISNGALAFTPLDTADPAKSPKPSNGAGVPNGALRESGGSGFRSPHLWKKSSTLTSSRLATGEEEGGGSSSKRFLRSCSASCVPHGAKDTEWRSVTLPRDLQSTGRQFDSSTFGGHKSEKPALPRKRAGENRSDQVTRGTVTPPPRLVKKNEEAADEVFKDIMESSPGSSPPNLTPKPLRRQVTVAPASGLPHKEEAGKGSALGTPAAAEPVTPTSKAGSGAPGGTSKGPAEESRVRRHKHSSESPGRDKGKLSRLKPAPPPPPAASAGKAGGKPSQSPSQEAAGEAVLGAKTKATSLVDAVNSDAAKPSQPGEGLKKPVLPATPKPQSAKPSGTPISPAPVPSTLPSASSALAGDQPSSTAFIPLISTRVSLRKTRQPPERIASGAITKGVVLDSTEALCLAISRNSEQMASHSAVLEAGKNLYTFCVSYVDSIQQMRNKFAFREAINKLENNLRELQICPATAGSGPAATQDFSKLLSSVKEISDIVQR
Target sequence (Q13671 whole entry, looked up): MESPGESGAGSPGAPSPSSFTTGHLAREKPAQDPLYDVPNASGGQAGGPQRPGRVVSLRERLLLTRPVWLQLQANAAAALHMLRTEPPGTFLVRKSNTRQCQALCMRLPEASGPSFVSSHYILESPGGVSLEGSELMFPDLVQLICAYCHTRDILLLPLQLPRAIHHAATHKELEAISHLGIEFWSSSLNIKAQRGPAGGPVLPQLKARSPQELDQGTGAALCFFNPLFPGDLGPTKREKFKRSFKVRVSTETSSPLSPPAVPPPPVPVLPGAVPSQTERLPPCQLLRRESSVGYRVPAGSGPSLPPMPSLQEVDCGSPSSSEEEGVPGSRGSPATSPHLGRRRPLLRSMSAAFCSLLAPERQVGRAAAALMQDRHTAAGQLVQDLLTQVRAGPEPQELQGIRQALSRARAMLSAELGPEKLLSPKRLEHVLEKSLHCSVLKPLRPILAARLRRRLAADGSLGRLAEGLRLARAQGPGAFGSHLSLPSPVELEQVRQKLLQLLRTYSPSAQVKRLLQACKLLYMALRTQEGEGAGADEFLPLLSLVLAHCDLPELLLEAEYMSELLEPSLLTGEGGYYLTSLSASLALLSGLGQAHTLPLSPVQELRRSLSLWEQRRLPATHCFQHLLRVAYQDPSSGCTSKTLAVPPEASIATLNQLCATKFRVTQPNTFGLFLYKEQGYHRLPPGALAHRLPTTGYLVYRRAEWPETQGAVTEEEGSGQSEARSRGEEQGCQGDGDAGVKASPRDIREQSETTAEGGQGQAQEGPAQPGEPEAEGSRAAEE
* hit, by the source's call; i = inactive; nt = not tested or not shown.

SMILES	FAS-TE inh	MsrA inhibitor	MT1-MMP act inh	E coli Lon inh	MsrA act	MLLE-PAM2 inh	CSN inh	Rpn11 inh	Rin1-Abl PPI inh
CC(=O)N[C@H]1[C@H]([C@H](O)[C@H](O)CO)OC(C(=O)O)=C[C@@H]1O	-7	-1.1	3	-6	-7	5	-1	i	0
Cc1ccc(CNC(=O)C2CCCN(Cc3cnn(-c4ccccc4)c3-n3cccc3)C2)cc1 (configuration not stated)	13	-0.2	13	-4	0	8	1	i	-2
Cc1ccccc1N1C(=O)[C@@H]2Cc3ccccc3CN2C1=O	-4	0.2	0	1	-1	10	-3	i	-2
COc1ccc(C(=O)C[n+]2cn(C(F)F)c3ccccc32)c(F)c1	0	1.2	-5	-4	-3	2	1	i	1
O=C(Oc1ccc2cc(Br)ccc2c1)c1cccnc1	10	-0.2	0	-3	-1	8	11	i	-2
C/C(=N\NC(=O)C(C)Nc1cccc(Cl)c1)c1ccc([N+](=O)[O-])cc1 (configuration not stated)	24	1.8	3	-11	1	1	1	i	0
CCc1ccc2nc(SCC(=O)NCC3CCCO3)c(C#N)cc2c1 (configuration not stated)	3	2.0	-5	0	-8	-2	-12	i	-1
Cc1cccc(C)c1NC(=O)N1CCC(n2c(=O)[nH]c3ccccc32)CC1	-9	-1.0	5	-12	7.8*	-3	-2	i	3
O=C(NCc1ccc2c(c1)OCO2)c1cccnc1	-4	0.3	-1	-9	-3	-4	-4	i	1
NC(=O)c1ccc(NC(=O)c2ccc(COc3ccccc3Br)cc2)cc1	-1	-0.9	1	-12	0	10	1	i	1
CCN(CC)CCNC(=S)N1CCn2c(nc3ccccc32)C1	-9	-0.5	2	0	-2	-14	4	i	0
N#Cc1ccc(-c2cccnc2)nc1SCc1ccc(Cl)c(Cl)c1	42	0.5	-4	-9	-4	-3	3	i	1
COc1ccc(-c2cc(C(=O)N3CCN(C(=O)c4ccco4)CC3)[nH]n2)cc1	-3	0.0	-9	-3	-1	3	1	i	0
Cc1cc(F)c(F)cc1C(=O)N1CCCC1	9	-0.4	-5	-9	-3	-3	-5	i	1
COC(=O)COc1cccc(NC(=O)c2cccc(C)c2)c1	-5	-0.2	-2	-11	3	-11	-2	i	0
COc1cc(C=O)ccc1OCCCOc1ccccc1[N+](=O)[O-]	15	-0.7	1	-4	-4	10	-13	i	2
Cc1ccc(NC2CCCN(C(=O)c3ccc4nccnc4c3)C2)cc1C (configuration not stated)	-2	1.8	-1	-4	-2	0	-2	i	-1
COCc1ccc(C(=O)N2CCCC(Nc3ccc4c(c3)OCCO4)C2)o1 (configuration not stated)	-5	-0.7	-2	-1	-6	14	-3	i	-2
CC(CC(=O)O)CC(=O)Nc1ccc(Br)cc1 (configuration not stated)	-3	-1.1	-1	11	-6	21	0	i	-1
CCCCCOc1ccc(C(=O)OCC(=O)Nc2cc(C)c(C)cc2[N+](=O)[O-])cc1	33	0.9	-5	-10	-3	-5	-5	i	-1
C#CCOc1ccccc1C(N)=O	-3	-0.7	0	-4	-7	0	0	i	-1
CN(c1ccccc1C(=O)NC1CCCCC1)S(=O)(=O)c1ccccc1	-2	-1.4	-1	-5	-2	-10	9	i	0
Fc1ccc(NC(=S)Nc2ccccc2OC(F)F)cc1Cl	15	-0.2	0	-10	-5	34	-13	i	-1
CSCCC(NC(=O)c1cc(C)oc1C)C(=O)O (configuration not stated)	-3	0.9	-7	-8	0	17	2	i	5
CCOC(=O)C1=C[C@@H](C(C)(C)C)N(S(=O)(=O)c2ccc(C)cc2)[C@H]1c1ccc(Cl)c(Cl)c1	25	-0.2	-2	-7	-2	11	-2	i	2
COc1ccc(N2C(=O)CCC(C(=O)NCCN3CCOCC3)C2c2ccc(OC)c(OC)c2)cc1 (configuration not stated)	-12	0.4	-5	-9	-6	11	0	i	-2
O=C(O)c1ccc(-c2ccc(/C=c3/sc4nc5ccccc5n4c3=O)o2)cc1Cl	-2	0.1	-41	-28	-4	-70	107*	nt	1
CCC(C)N1C(=O)CCC1C(=O)NCc1ccc2c(c1)OCO2 (configuration not stated)	-8	0.8	3	-1	-1	-4	-1	i	0
COc1cccc(CNc2ncc(Br)cc2Br)c1O	26	-0.4	-5	4	-2	-6	3	i	0
CN(C)c1ccc(/C=N/n2c(COc3ccccc3)n[nH]c2=S)cc1	1	2.4	1	-7	-10	-57	4	i	-2
O=C(Nc1ccc([N+](=O)[O-])cc1)Nc1ccon1	1	2.5	6	-3	-7	-10	-2	i	-2
CCOc1ccc(N2C(=O)Nc3ccccc3C2(O)C(=O)NCc2ccco2)cc1 (configuration not stated)	-6	1.3	1	6	-4	13	-2	i	1
COc1ccccc1C(=O)NCCC(=O)N1CCN(c2ccccc2Cl)CC1	-2	-1.1	2	-6	-11	9	1	i	5
Cc1nnc2ccc(-c3cccc(NC(=O)Cc4cccs4)c3)nn12	6	1.1	7	-8	0	-18	1	i	-2
C/C(=N\NC(=O)c1cccc(S(=O)(=O)N2CCOCC2)c1)c1ccc(C)cc1	0	0.7	3	-7	-2	-6	0	i	1
O=C1c2ccccc2C(=O)N1CCCP(=O)(O)CCc1ccccc1	-11	-0.2	-2	-5	-4	7	-3	i	0
COc1cc(OC)cc(C(C(=O)NC2CCCCC2)N(C(=O)c2ccno2)c2ccccc2)c1 (configuration not stated)	-10	-0.7	1	-3	-1	-5	7	i	1
O=C(Nc1ccncc1)C1(c2ccccc2)CCCC1	-4	-0.9	4	0	-4	0	-5	i	0
Cc1ccc(C)c(N2CCN(C(=O)CN(C)S(=O)(=O)c3ccc4c(c3)CCC(=O)N4)CC2)c1	-3	0.0	1	-4	-1	3	-3	i	1
Cc1cc(/C=C2/NC(=O)NC2=O)c(C)n1-c1ccc(N2CCOCC2)cc1	-2	3.3	2	5	-12	-15	1	i	-4

6 entries from above, arranged by SMILES length, high to low.
SMILES	FAS-TE inh	MsrA inhibitor	MT1-MMP act inh	E coli Lon inh	MsrA act	MLLE-PAM2 inh	CSN inh	Rpn11 inh	Rin1-Abl PPI inh
COc1cc(OC)cc(C(C(=O)NC2CCCCC2)N(C(=O)c2ccno2)c2ccccc2)c1 (configuration not stated)	-10	-0.7	1	-3	-1	-5	7	i	1
C/C(=N\NC(=O)c1cccc(S(=O)(=O)N2CCOCC2)c1)c1ccc(C)cc1	0	0.7	3	-7	-2	-6	0	i	1
O=C1c2ccccc2C(=O)N1CCCP(=O)(O)CCc1ccccc1	-11	-0.2	-2	-5	-4	7	-3	i	0
CCC(C)N1C(=O)CCC1C(=O)NCc1ccc2c(c1)OCO2 (configuration not stated)	-8	0.8	3	-1	-1	-4	-1	i	0
Fc1ccc(NC(=S)Nc2ccccc2OC(F)F)cc1Cl	15	-0.2	0	-10	-5	34	-13	i	-1
COc1cccc(CNc2ncc(Br)cc2Br)c1O	26	-0.4	-5	4	-2	-6	3	i	0

(next part)
SMILES	FAS-TE inh	MsrA inhibitor	MT1-MMP act inh	E coli Lon inh	MsrA act	MLLE-PAM2 inh	CSN inh	Rpn11 inh	Rin1-Abl PPI inh
C#CCOCCOCCOCCNc1nc(N2CCN(C(=O)CCCCCCCCCCNC(=O)Cn3cc(CCCCCN)nn3)CC2)nc(N2CCN(C(=O)CCCCCCCCCCNC(=O)Cn3cc(CCCCCN)nn3)CC2)n1	-25	nt	6	15	5	-1	60*	i	13*
O=C(Cc1ccccc1)N1CCN=C1SCc1cccc([N+](=O)[O-])c1	2	-0.6	2	-1	-2	0	-1	i	-5
O=C(Nc1cnn(Cc2ccc(Cl)cc2)c1)c1cccs1	4	0.3	0	-4	-2	-11	3	i	-1
COc1ccc(C(=O)Nc2ccccc2N2CCCCC2)cc1[N+](=O)[O-]	57*	-1.1	1	-2	-10	-19	7	i	3
CCOC(=O)c1ccc(-c2ccc(/C=N/NC(=O)Cc3nnc(N)s3)o2)cc1	-4	3.9	5	-2	-9	-22	6	i	-7
COc1ccccc1NS(=O)(=O)c1ccc(C(=O)N2CCCCCC2)cc1	0	-0.9	2	3	-7	9	-1	i	2
CCCN1C(=O)C2(OCCO2)c2cc(Cl)ccc21	-2	-0.3	-5	16	-2	12	2	i	0
C=CCNC(=S)NCC=C	-6	-1.0	1	3	-4	-46	-4	i	-2
COc1ccc(OC)c(/C=N/NC(=O)c2cnccn2)c1	-3	2.4	-1	-11	-1	-3	-2	i	0
COc1cccc(CN2CCN(Cc3cc4ccccc4o3)CC2CCO)c1 (configuration not stated)	-1	0.2	0	6	-1	0	-3	i	-4
Oc1ccccc1Cn1nnc2ccccc21	-4	0.2	2	-5	0	-12	0	i	-1
O=C(CSc1ccccc1)NCC(c1ccco1)N1CCCCC1 (configuration not stated)	2	-1.2	2	2	-1	28	-2	i	0
O=C(NC1CC1)C1=C[C@@H](c2ccc(C(F)(F)F)cc2)C[C@@H](OCc2ccc(CO)cc2)O1	9	0.5	1	-4	8.1*	-14	3	i	4
CCOC(=O)c1ccc(N/C(=N/S(=O)(=O)c2ccccc2)c2ccccc2)cc1	10	0.3	-6	10	-1	-3	-1	i	2
COC(=O)c1cc[n+](CC(=O)c2ccccc2)cc1	-3	-0.4	4	-5	0	11	1	i	0
O=S(=O)(c1ccc2nc(-c3ccccc3)[nH]c2c1)N1CCN(c2cccc(Cl)c2)CC1	-5	0.0	5	-3	-3	12	2	i	-2
CCN(CC)C(=O)[C@H]1C[C@H](CC(=O)NC(C)(C)C)C(=O)N2CCc3c([nH]c4cc(CCC(=O)N(C)C)ccc34)[C@]12C	-6	1.4	3	-2	2	3	-1	i	-1
CCCCNC(=O)[C@@H]1CCCN1S(=O)(=O)c1cccc2cccnc12	-10	-0.5	-1	2	-4	0	0	i	3
CC1CC(c2ccccc2)n2nc(NC(=O)CCc3ccccc3)nc2N1 (configuration not stated)	-7	-0.1	5	2	-12	1	-2	i	1
O=C(COc1ccccc1-c1ccccc1)NNC(=O)NC1CCCCC1	2	0.3	3	2	0	11	-2	i	-3
Cc1cc(C(C)(C)C)oc1C(=O)N(CC(=O)NC1CCCC1)c1cccc(C(F)(F)F)c1	21	nt	-39	-3	-1	-13	0	i	0
CN1OC(COC(=O)c2ccc(Cl)cc2Cl)CC1c1ccccc1 (configuration not stated)	21	0.7	-5	-3	-1	-1	-3	i	-5
COc1cccc(-c2cc(C(=O)Nc3ccc(OC)c(OC)c3)no2)c1	0	0.1	6	2	1	11	0	i	-4
COc1ccc(CN(C)C(=O)COC(=O)c2c(-c3ccccc3Cl)noc2C)cc1	19	-0.9	2	2	-5	3	-5	i	-2
Cc1ccc(S(=O)(=O)N2CCC(=O)N([C@H](COCc3cccc(C(F)(F)F)c3)C(C)C)CC2)cc1	33	1.2	-2	-10	0	nt	3	nt	nt
COc1ccc(OCCCn2cccc2/C=C2/C(=N)N3OC(C)=CC3=NC2=O)cc1	30	2.6	-4	2	-5	-9	4	i	-1
O=C(CN1CCOCC1)NNC(=S)Nc1ccccc1	-3	0.8	3	-3	-7	13	10	i	4
CC(=O)Nc1ccc(NC(=O)C(C)OC(=O)CCC2CCCC2)cc1 (configuration not stated)	-4	0.2	3	13	-6	-33	-4	i	2
COc1ccc(NC(=O)COC(=O)Cc2ccc(-c3ccccc3)cc2)c(OC)c1	31	-0.5	6	-11	3	-3	-1	i	1
CCS(=O)(=O)N1Cc2ccccc2CC1C(=O)Nc1nc2ccccc2s1 (configuration not stated)	9	0.5	4	3	0	-9	-3	i	-5
CC(=O)NC1=NN(C(C)=O)C(C)(c2cccc([N+](=O)[O-])c2)S1 (configuration not stated)	-4	-0.5	3	1	-4	8	-2	i	-1
CCNS(=O)(=O)c1ccc(-c2ccc(-n3cnnn3)cc2)cc1	-3	1.2	2	1	-3	-1	-18	i	0
